# D1 ag = Allosteric Agonists of the Human D1 Dopamine Receptor: qHTS; HEK293 T-REx D1 cells, calcium flux, agonist mode; activation, % at 2 µM; hit rate 1% among 360,000; AID 504660, 2011; in the data active = activation above about 30%; also: 0% is about no effect
# Target sequence (P21728 whole entry, looked up): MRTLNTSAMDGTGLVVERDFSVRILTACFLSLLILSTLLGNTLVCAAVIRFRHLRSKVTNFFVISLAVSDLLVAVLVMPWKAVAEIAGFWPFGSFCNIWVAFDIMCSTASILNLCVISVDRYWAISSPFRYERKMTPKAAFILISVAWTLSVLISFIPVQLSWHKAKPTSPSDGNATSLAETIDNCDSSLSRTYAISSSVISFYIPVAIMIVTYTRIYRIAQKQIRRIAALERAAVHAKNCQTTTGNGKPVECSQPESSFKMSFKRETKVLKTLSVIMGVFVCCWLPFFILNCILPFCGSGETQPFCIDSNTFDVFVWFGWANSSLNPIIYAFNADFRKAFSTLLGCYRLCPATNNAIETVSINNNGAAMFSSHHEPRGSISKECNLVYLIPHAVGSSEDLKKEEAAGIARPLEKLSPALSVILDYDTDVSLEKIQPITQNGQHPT
#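 Tetracycline-induced HEK293 TREx D1 cells, force-coupled to calcium signalling, were dye-loaded with a no-wash calcium kit. Compound was pin-added after a 10 s baseline. Fluorescence was read kinetically at 1 cycle/s for 180 s, with calcium rises flagged as agonism.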
# D1 antag = Antagonist of Human D 1 Dopamine Receptor: qHTS; hit rate 3.2% among 360,000; activity change, negative = inhibition, % at 10 µM; AID 504652, 2011; HEK293 TREx D1 cells, calcium flux, dopamine EC80; active compounds read low; D(1A) dopamine receptor (Homo sapiens), P21728; in the data active = activity change below about -30%; also: % is scaled to controls: 0 for no effect and ±100 for the full control effect
#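 After overnight tetracycline induction at 30 C, force-coupled D1 HEK293 cells took up a no-wash calcium dye at room temperature. Compounds were added and monitored 180 s, and the response to EC80 dopamine was then recorded.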
# Vif-A3G inh = qHTS for Inhibitors of Vif-A3G Interactions: qHTS. Potency, µM (top dose mostly 46.1 µM), without a hit: top-dose activity, negative = active, actives largely listed as inhibitors. hit rate 0.076% among 410,000. HeLa A3G-eYFP + Vif (tagged APOBEC3G with the HIV-1 protein that degrades it), YFP fluorescence, overnight;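 also: potency is read from the fitted curve at half-maximal effect; % is scaled to controls: 0 for no effect and ±100 for the full control effect; nearly all actives have a fitted effect of over 60% in size; hits raise eYFP signal because A3G escapes Vif-driven loss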
# Target sequence (Q9HC16 whole entry, looked up): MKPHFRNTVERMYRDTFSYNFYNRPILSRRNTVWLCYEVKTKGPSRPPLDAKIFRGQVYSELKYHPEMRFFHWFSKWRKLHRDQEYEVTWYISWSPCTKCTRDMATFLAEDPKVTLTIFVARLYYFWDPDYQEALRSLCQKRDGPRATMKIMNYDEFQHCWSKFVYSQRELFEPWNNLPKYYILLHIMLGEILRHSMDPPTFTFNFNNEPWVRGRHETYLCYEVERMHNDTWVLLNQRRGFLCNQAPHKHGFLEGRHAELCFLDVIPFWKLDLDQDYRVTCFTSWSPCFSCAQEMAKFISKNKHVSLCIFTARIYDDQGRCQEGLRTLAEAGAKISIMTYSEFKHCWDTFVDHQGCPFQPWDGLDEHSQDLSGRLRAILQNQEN
#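 HeLa cells stably expressing Vif and C-terminally eYFP-tagged A3G, seeded overnight at 37 deg C, then exposed to compound by pintool overnight at 37 deg C. Rise in yellow fluorescence (Ex 488/Em 500-530, Acumen) marks blocked Vif-driven A3G degradation.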
# GRP78 ERSR act = qHTS for Inducers of the Endoplasmic Reticulum Stress Response (ERSR) in Human Glioma: qHTS. U87-MG GRP78 promoter luciferase reporter, 16 h. Potency, µM, without a hit: at the highest dose activation, most hits filed as activators. hit rate 0.02% among 420,000; also: potency is read from the fitted curve at half-maximal effect; series mostly up to about 76 µM; % of control where 0% means no effect; nearly all actives have a fitted effect of over 35% in size
#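 ERSR induction read as luciferase luminescence (Bright-Glo, 10 min at room temperature) in stably transfected human U87-MG glioma cells exposed to compounds for 16 h, using GRP78 as sensor.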
# D1 potentiator = Potentiators of Human D1 Dopamine Receptor: qHTS; D(1A) dopamine receptor (Homo sapiens), P21728; HEK293 TREx D1 cells, calcium flux, dopamine EC20 potentiation; potentiation, % at 10 µM; hit rate 0.036% among 360,000; AID 504651, 2011; in the data active = potentiation above about 30%; also: 0% is about no effect
# Vif-APOBEC3F blk = qHTS for Inhibitors of Vif-A3F Interactions: qHTS; Potency, µM (top dose mostly 46.1 µM), without a hit: top-dose activity, negative = active; hit rate 0.2% among 390,000; HeLa A3F-eYFP + Vif (tagged APOBEC3F with the HIV-1 protein that degrades it), YFP fluorescence increase; also: potency is read from the fitted curve at half-maximal effect; % of control where 0% means no effect; nearly all actives have a fitted effect of over 65% in size
#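 HeLa cells stably expressing Vif plus C-terminally eYFP-tagged A3F were seeded, incubated overnight at 37 deg C, dosed with compound, incubated overnight again at 37 deg C. Yellow fluorescence (Ex 488/Em 500-530) reported blocked Vif-mediated A3F-eYFP degradation.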
# RXFP1 agonist = qHTS Assay for Agonists of the Relaxin Receptor RXFP1; Potency, µM (series often up to 57.5 µM), without a hit: top-dose activation, hits mostly activators; Relaxin receptor 1 (Homo sapiens), Q9HBX9; HEK293T-RXFP1 cAMP TR-FRET, 30 min; response scale: percent of porcine relaxin response, buffer zero; hit rate 0.3% among 370,000; AID 2676, 2010; also: potency is read from the fitted curve at half-maximal effect; % is scaled to controls: 0 for no effect and ±100 for the full control effect; nearly all actives have a fitted effect of over 60% in size; many of its hits are not listed in these tables
#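 Agonist response is measured as cAMP accumulation in an RXFP1-transfected HEK293T line under PDE4 inhibition. Values are scaled between buffer-only and 29 nM porcine relaxin, and EC50s come from standard Hill equation fits.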
# LDHA inh = qHTS assay for inhibitors of human lactate dehydrogenase | activity change, % (values are at about 110 or 230 µM) | AID 1347041, 2019 | L-lactate dehydrogenase A chain (Homo sapiens), P00338 | hit rate 0.15% among 480,000 | purified LDHA, NADH/diaphorase-resazurin fluorescence; active compounds read low; in the data active = activity change below about -30%; inconclusive = mostly about -25% to -30%;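 also: plate controls were DMSO wells for no effect and wells without enzyme for full effect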
#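 LDH5 2 nM; NADH 0.06 mM, pyruvate 0.2 mM; 200 mM Tris pH 7.4, EDTA, Tween-20; 5 min RT. Detection: diaphorase 0.133 mg/mL + resazurin 37 µM, fluorescence ex540/em590 at 0 and 20 min; normalized to enzyme-free and DMSO wells.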
# D2 potentiator = HTS Assay for Positive Allosteric Modulators of the Human D2 Dopamine Receptor: Primary Screen for Potentiators; potentiation, % at 10 µM; D(2) dopamine receptor (Homo sapiens), P14416; HEK293 T-REx D2, calcium flux, EC20 dopamine potentiation; AID 485347, 2010; hit rate 0.34% among 340,000;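 active = potentiation over 3 SD above the plate norm, cut at about 30% in these data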; also: 0% is about no effect
#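 Cells plated with tetracycline inducer and held overnight at 30 C; calcium dye loaded 30–90 min at room temperature; baseline taken, compound added and read 180 s; EC20 dopamine then added and read 180 s.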
# * marks the source's active call; other numbers are inactive results; ? = inconclusive; · = no result given; & = joins results of further samples. Unless noted, calls follow the shape of the dose curve; as a rule, active = well fitted curve in the direction sought with a large enough effect; inconclusive = small, poorly fitted or top-dose-only effect, or another doubt; inactive = no such curve, though single readings can be large; an effect the other way counts as inactive or inconclusive. This is a subset; rates above refer to the full screens.
SMILES,D1 ag,D1 antag,Vif-A3G inh,GRP78 ERSR act,D1 potentiator,Vif-APOBEC3F blk,RXFP1 agonist,LDHA inh,D2 potentiator
O=C(O)c1ccccc1NS(=O)(=O)c1ccc(NNC(=S)Nc2ccc(OC(F)F)cc2)c([N+](=O)[O-])c1,0,18,0%,-5%,-4,14%,-9.9%,-9,4
COC(=O)c1cccn(CC(=O)c2ccc(Cl)cc2Cl)c1=O,1,-1,-7%,-2%,0,-6%,2.3%,-2,-2
COc1ccc(C2SCC(=O)N2c2nnc(C34CC5CC(CC(C5)C3)C4)s2)cc1 (stereo not given),2,2,-3%,-9%,1,14%,3.1%,-3,-7
CCN(CC)CCCC(C)n1c2nc(=O)[nH]c(=O)c-2nc2cc(Cl)ccc21 (stereo not given),·,·,7%,-13%,·,5%,·,26,·
CC(C)(C)OC(=O)NCCCCCNC(=O)c1nc[nH]c1C(=O)N1CCN(c2ccccc2)CC1,·,·,0%,-3%,·,1%,·,-7,·
CCc1nc2ccccc2c(C(=O)OCC(=O)N(C)Cc2ccccc2)c1C,·,·,3%,1%,·,1%,·,0,·
CN(C)C(=O)CSc1ccc(S(=O)(=O)N2CCOCC2)cn1,4,5,-7%,-5%,-3,-5%,-0.8%,-7,11
CC(C)(CC(=O)OCC(=O)Nc1ccccc1F)CC1=NS(=O)(=O)c2ccccc2N1,2&6,-1&2,0%&-1%,-3%&-2%,1&-3,-7%&-2%,-1.7%&2.3%,-8&2,1&8
Fc1cccc(NC(=S)NCc2ccccn2)c1,2,-14,2%,7%,0,?,0.4%,-1,-8
CCOC(=O)/C(=N\Nc1cccc(C(F)(F)F)c1)N(CCOC)CCOC,3,-3,0%,-3%,-3,1%,2.0%,1,-6
COc1ccc2[nH]c3c(c2c1)CCN1C(=O)C(CC(=O)NCCCn2ccnc2)C[C@H](C(=O)N2CCCCC2)[C@@]31CCc1ccccc1 (stereo not given in full),·,·,-4%,-1%,·,-1%,·,-11,·
CC(=O)Nc1ccccc1OCC(=O)NCCC1=CCCCC1,6,-19,-8%,-1%,-6,-1%,2.6%,-1,-2

# Only D1 antag, Vif-A3G inh and LDHA inh, for two of the compounds above:
Compound,D1 antag,Vif-A3G inh,LDHA inh
CCc1nc2ccccc2c(C(=O)OCC(=O)N(C)Cc2ccccc2)c1C,·,3%,0
O=C(O)c1ccccc1NS(=O)(=O)c1ccc(NNC(=S)Nc2ccc(OC(F)F)cc2)c([N+](=O)[O-])c1,18,0%,-9

# Following part:
SMILES,D1 ag,D1 antag,Vif-A3G inh,GRP78 ERSR act,D1 potentiator,Vif-APOBEC3F blk,RXFP1 agonist,LDHA inh,D2 potentiator
CC(=O)Nc1ccc(C(=O)Nc2nc(-c3ccccn3)cs2)cc1,2,-13,-4%,4%,5,0%,-0.3%,6,29
CCN(CC)C(=O)Cn1c(=O)n(Cc2ccc(C(=O)NCCc3ccc(OC)c(OC)c3)cc2)c(=O)c2ccccc21,-1,-4,-4%,-2%,2,3%,-0.5%,-17,-1
N#CCCn1c(SCC(=O)NCc2ccco2)nc2ccccc21,3,-9,2%,-6%,1,8%,-1.6%,-2,-7
CN(Cc1ccccc1)C(=O)c1cc(=O)[nH]c2ccccc12,3,-1,1%,0%,0,0%,0.2%,?,2
CC(C)Oc1ccc(CNC(=O)C2=Cc3ccccc3OC2)cc1,9,-1,-3%,1%,3,-3%,0.9%,4,11
CN(C)S(=O)(=O)c1ccc(NC(=O)CSc2nnc(-c3ccco3)n2N)cc1,·,·,0%,-1%,·,2%,·,-11,·
COc1ccccc1CN1CC(C(=O)N2CCC(OC)CC2)CCC1=O (stereo not given),3,13,1%,0%,-4,8%,1.5%,-6,8
CCCCc1nc(NCc2ccccc2)c(C#N)c2c1COC(C)(C)C2,3,-14,0%,-2%,-4,-3%,0.7%,-9,-6
O=C(COC(=O)Cc1c[nH]c2ccccc12)Nc1ccccc1,5,-34*,1%,-1%,-6,0%,0.5%,-6,0
Cc1nn2c3ccccc3n(CCN3CCCCC3)c2nc1=O,3,8,1%,-3%,-3,·,2.8%,-3,-3
Cc1ccc(S(=O)(=O)CC2CSc3nnc(C)c(=O)n32)cc1 (stereo not given),1,8,-1%,-8%,1,-11%,-0.2%,4,1
CCN(CC)C(=S)Nc1ccc(OC(F)F)cc1,2,-5,3%,-3%,-4,1%,1.3%,-2,-3
COc1ccc(OC)c(NC(=O)Cn2c(=O)n(-c3ccc(Cl)cc3)c(=O)c3c(C)c(C)sc32)c1,0,-1,-10%,-3%,1,?,-0.9%,-3,0
O=C(NCC(=O)N(c1ccccc1)C(C(=O)NCC1CCCO1)c1ccccc1)c1ccco1 (stereo not given),1,11,1%,-5%,5,7%,1.0%,-11,-2
Cn1c(=O)n(-c2ccccc2)c(=O)c2c3c(sc21)COC(C)(C)C3,-1,-3,-5%,6%,-3,2%,0.0%,-2,6
N/C(=N\OC(=O)Nc1ccccc1)c1cccc(C(F)(F)F)c1,2,19,0%,7%,8,0%,0.7%,0,7
COC(CN(C(=O)CCl)C(C(=O)NC1CCCCC1)c1ccccc1C)OC (stereo not given),1,-5,-13%,-13%,-1,9%,0.4%,-2,5
CC1(c2ccccc2)NC(=O)N(CC(=O)Nc2ccc(Cl)c(S(=O)(=O)N3CCCCC3)c2)C1=O (stereo not given),0,12,0%,-4%,11,4%,-1.9%,-2,-12
Cc1ccc(CN(C(=O)c2ccco2)C2CCS(=O)(=O)C2)cc1 (stereo not given),4,11,-1%,-4%,4,2%,2.3%,-1,-2
O=C(O)COc1ccc2c(c1)O/C(=C\c1cccs1)C2=O,1,0,2%,-10%,2,6%,0.0%,-4,-1
Nc1nc(SCC(=O)NC2CCCCC2)[nH]c(=O)c1-c1ccccc1,0,-3,0%,-5%,11,-6%,-0.9%,-5,-4
CCCCC1CCC(C(=O)N(CCOC)c2c(N)n(CCCC)c(=O)[nH]c2=O)CC1 (stereo not given),0,3,0%,-2%,-4,-4%,0.2%,-4,2
COc1cc(=O)n2c(n1)SCCC2,1,-6,-4%,5%,-4,-35%,-0.3%,0,2
C=C1C(=O)O[C@@H]2[C@H]1[C@@H](OC(=O)/C(C)=C/C)C/C(C)=C\C(=O)/C=C(\C)[C@@H]2O,1,20,?,-12%,6,3%,-1.0%,6,1
COc1cccc(-c2nc(CS(=O)(=O)CC(=O)Nc3ccc(C)c(Cl)c3)c(C)o2)c1,12,9,5%,-3%,0,-2%,1.5%,-5,-3
Cc1ccc2[nH]c(=O)c(CN(Cc3ccco3)C(=O)CN3CCCC(C)C3)cc2c1 (stereo not given),1,7,1%,0%,-5,6%,2.6%,-5,-7
c1ccc2c(-c3[nH]ncc3CNCCCn3ncc4ccccc43)cccc2c1,15,-28,-1%,-10%,-5,1%,1.0%,-6,-31
COc1cc(C2C(C(C)=O)=C(O)C(=O)N2CCN2CCOCC2)ccc1O (stereo not given),3,3,0%,-8%,2,1%,1.0%,-3,9
CCS(=O)(=O)N1Cc2ccccc2CC1C(=O)N(C)Cc1ccc(OC)cc1OC (stereo not given),0,23,-4%,-3%,3,?,0.3%,5,-6
CSc1nc(N2CCOCC2)c2c(c1C#N)CC(C(C)C)OC2 (stereo not given),2,1,1%,-3%,-6,3%,4.2%,-1,4
Cc1ccc(C)c(N2CC(=O)N(c3cc(C)ccc3C)CC2=O)c1,-2,-3,-1%,-4%,0,-7%,1.1%,-11,0
COc1ccc(Nc2ncnc3c2cnn3-c2ccc(C)cc2)cc1Cl,-1,-65*,-2%,-4%,-4,2%,4.5%,2,1
CCNc1nc(NC(C)C)nc(OCCNS(=O)(=O)c2cc(C)ccc2C)n1,1,-18,0%,-3%,-6,12%,-0.2%,-4,3
O=[N+]([O-])c1cccc(-c2nnc3ccc4ccccc4n23)c1,1,-15,-1%,-1%,10,8%,6.3%,-1,-1
COCCn1c(SCC(=O)Nc2ccc(Cl)cn2)nc2ccccc21,5,11,0%,-4%,-3,-14%,1.3%,5,-9
O=C(Cc1cccc(NC(=O)C2CCN(S(=O)(=O)c3cccc([N+](=O)[O-])c3)CC2)c1)Nc1cccc(C(=O)N2CCOCC2)c1,·,·,7%,-3%,·,3%,·,-4,·
COc1ccc(CCNC(=S)Nc2cccc3ccccc23)cc1,5,-6,-3%,-1%,-2,-1%,-0.2%,-3,-8
CN1C(=S)SC(/[N+]([O-])=C/c2cccnc2)C1(C)C (stereo not given),5,6,0%,-5%,4,0%,2.3%,-7,-7
Cc1ccc(C(=O)NCCC(=O)NCc2ccco2)cc1,0,10,-1%,-6%,-2,-2%,1.3%,0,-4
O=C(O)c1cc(-c2ccco2)nn1-c1ccc(Cl)cc1,6,49,-2%,-5%,1,-7%,1.0%,7,11
CC(=O)c1cc2c(cc1NC(=O)C1CN(C(C)=O)c3ccccc3O1)OCO2 (stereo not given),·,·,1%,-2%,·,7%,·,-1,·
CC(Oc1cccc(Cl)c1)C(=O)NCc1ccc(S(N)(=O)=O)cc1 (stereo not given),1,15,4%,-4%,0,0%,0.6%,0,-5
Cc1ccc(NC(=O)c2cc3c(s2)CCC3)cc1S(=O)(=O)N1CCOCC1,0,-14,0%,0%,1,-11%,0.4%,0,-10
Cc1ccc([N+](=O)[O-])cc1-c1ccc(/C=N/NC(=O)CN2CCOCC2)o1,0,-13,-6%,-2%,-8,7%,0.3%,4,-15
O=C(C[n+]1cccc(C(=O)N/N=C/c2ccc(Br)cc2)c1)c1ccccc1,3,21,0%,2%,·,5%,-1.0%,2,-9

# Bioassay records: PubChem BioAssay, National Center for Advancing Translational Sciences (NCATS)
